Screening data as filed in PubChem BioAssay.
proCasp3 act: activators of human procaspase-3 D3A mutant, primary screen, biochemical, absorbance, PC-3 D3A mutant, single concentration; recombinant procaspase-3 D3A, Ac-DEVD-pNA absorbance 405 nm; activation, % at 8.5 µM; 330,000 tested, 0.11% active; Caspase-3 (Homo sapiens), P42574; AID 463141, 2010;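 active means activation above the mean of all tested compounds plus 3 SD, cut at about 21% in these data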;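 further: 0% = DMSO alone and 100% = DMSO wells spiked with extra 5 µM PC-3 D3A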
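Assay system: Autoprocessing-dead procaspase-3 D3A mutant enzyme; also added: Ac-DEVD-pNA; doses: one concentration, 8.5 µM nominal, 0.8% DMSO; times: 1 h compound preincubation, 2 h substrate hydrolysis at 25 °C; technique: 405 nm absorbance of p-nitroaniline, reads at 0 and 120 min; measure: % activation between DMSO and enzyme-spiked controls; repeats: single replicate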
TPT1 inh: Candida albicans TPT1 enzyme inhibitors, primary screen, biochemical, fluorescence polarization | AID 1962, 2009 | 300,000 tested, 0.81% active | tRNA 2'-phosphotransferase TPT1 (Candida albicans SC5314) | recombinant caTPT1, FP RNA substrate dephosphorylation | inhibition, % at 5 µM;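 active means inhibition above the mean of all tested compounds plus 3 SD, set per screening campaign, cut at about 24% in these data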;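 further: plate controls were DMSO alone for no effect and ferristatin control at 100 nM for full effect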
core dimer inh: inhibitors of HCV core protein dimerization, primary screen, biochemical, TR-FRET, high-throughput. 300,000 tested, 0.33% active. TR-FRET GST/Flag-core106 dimerization, 1536-well. inhibition, % at 5 µM;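 active means inhibition above the mean of all tested compounds plus 3 SD, set per screening campaign, cut at about 45% in these data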
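assay system = GST-tagged and Flag-tagged HCV core protein residues 1-106 | controls = unlabelled core106 and no-GST-core106 wells | incubation = compound-protein-antibody incubation 4 h at 22.5 °C | probe or stimulus = Eu donor and XL665 acceptor anti-tag antibodies | read-out = % inhibition based on acceptor/donor emission ratio | signal = TR-FRET 671 and 617 nm emission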
procasp7 counter: procaspase-7 activators, primary screen, counter-screen for procaspase-3 activator project, biochemical, absorbance, HTS, human. 330,000 tested, 0.093% active. recombinant procaspase-7, Ac-DEVD-pNA absorbance 405 nm; D23A/D198A/D206A triple mutant, cannot self-cleave; scale: DMSO 0, 5 µM enzyme 100. activation, % at 8.5 µM. AID 463210, 2010;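 active means percent activation above the screen-wide mean plus 3 SD, cut at about 25% in these data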
Target sequence (P55210 whole entry D23A/D198A/D206A): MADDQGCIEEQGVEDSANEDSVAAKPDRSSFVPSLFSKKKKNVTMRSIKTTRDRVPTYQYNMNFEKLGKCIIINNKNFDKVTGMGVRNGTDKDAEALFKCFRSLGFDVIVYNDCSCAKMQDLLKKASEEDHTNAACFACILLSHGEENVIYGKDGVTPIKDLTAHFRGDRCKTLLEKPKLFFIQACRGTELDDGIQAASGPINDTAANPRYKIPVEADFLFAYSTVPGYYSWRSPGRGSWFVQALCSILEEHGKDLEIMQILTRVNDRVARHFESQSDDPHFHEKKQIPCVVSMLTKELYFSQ
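System: Uncleavable procaspase-7 mutant enzyme; Amount: 2 µM procaspase-7 mutant as dispensed; Schedule: 1 h compound preincubation, 2 h substrate cleavage, 25 °C; Measured by: 405 nm absorbance of p-nitroaniline; Evaluation: percent activation from buffer-corrected 0–120 min absorbance change; Control set: low DMSO alone, high DMSO plus 5 µM PC-7.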
Efflux pump inh: inhibitors of Candida efflux pumps in yeast, primary screen, S. cerevisiae, Nile Red, multiplex | S. cerevisiae Candida pump triplex | inhibition, % at 10 µM | 330,000 tested, 0.44% active | AID 485275, 2010;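 active means plate passing quality check with inhibition over a set limit, or well fluorescence over plate mean plus 4 SD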;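 further: Nile Red retained in pooled yeast measured as flow cytometry median fluorescence; 0% = buffer negative control and 100% = Enniatin B positive control; higher means more Nile Red kept so more efflux inhibition; some compounds called inactive have numbers as strong as hits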
CTSL1 counter: Fasciola hepatica cathepsin L1 inhibitors, primary screen, counter-screen for PFM18AAP inhibitor project, biochemical, QFRET, fluorogenic peptide substrate; recombinant F. hepatica cathepsin L1, Z-Leu-Arg-MCA fluorescence; inhibition, % at 5.96 µM; 300,000 tested, 0.49% active; AID 1906, 2009;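 active means inhibition above the mean of all tested compounds plus 3 SD, set per screening campaign, cut at about 17% in these data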;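 further: 0% = plate median of test compound wells and 100% = 1 µM Z-Phe-Ala-diazomethylketone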
GASC-1 inh: inhibitors of GASC-1 histone demethylase, primary screen, biochemical, fluorescence, DELFIA europium; Lysine-specific demethylase 4C (Homo sapiens), Q9H3R0; GST-JMJD2C(1-420) H3K9me3 demethylation; inhibition, % at 2.35 µM; 330,000 tested, 0.069% active; AID 2099, 2009;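 active means more than half of a compound's replicate wells show inhibition beyond 50%, single wells judged on their own value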;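 further: signal counts dimethyl H3K9 product captured on neutravidin plate; 0% = median of DMSO wells and 100% = 0.3 times that DMSO median; strong numbers were not always called active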
Target sequence (Q9H3R0 1-420 limits assumed): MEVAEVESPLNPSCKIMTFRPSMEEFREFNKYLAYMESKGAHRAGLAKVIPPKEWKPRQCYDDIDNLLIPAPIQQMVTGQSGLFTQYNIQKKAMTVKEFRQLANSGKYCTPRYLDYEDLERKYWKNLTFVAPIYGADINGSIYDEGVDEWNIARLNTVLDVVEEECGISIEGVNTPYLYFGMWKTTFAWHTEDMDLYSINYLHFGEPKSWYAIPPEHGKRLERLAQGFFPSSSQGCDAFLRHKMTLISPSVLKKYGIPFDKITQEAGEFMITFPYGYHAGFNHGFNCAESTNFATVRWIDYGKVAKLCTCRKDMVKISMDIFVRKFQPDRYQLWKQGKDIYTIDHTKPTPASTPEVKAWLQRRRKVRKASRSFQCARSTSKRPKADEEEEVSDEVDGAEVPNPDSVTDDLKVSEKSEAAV
PP1 inh: PP1-alpha phosphatase inhibitors, primary screen, counter-screen for PP5 inhibitor project, biochemical, fluorescence, OMFP substrate, single point; purified PP1alpha; Serine/threonine-protein phosphatase PP1-alpha catalytic subunit (Homo sapiens), P62136; 320,000 tested, 0.9% active; inhibition, % at 6.7 µM;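 active means inhibition above the mean inhibition of all tested compounds plus 3 SD, computed separately for each screening campaign, cut at about 15% in these data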
Target sequence (P62136 whole entry, looked up): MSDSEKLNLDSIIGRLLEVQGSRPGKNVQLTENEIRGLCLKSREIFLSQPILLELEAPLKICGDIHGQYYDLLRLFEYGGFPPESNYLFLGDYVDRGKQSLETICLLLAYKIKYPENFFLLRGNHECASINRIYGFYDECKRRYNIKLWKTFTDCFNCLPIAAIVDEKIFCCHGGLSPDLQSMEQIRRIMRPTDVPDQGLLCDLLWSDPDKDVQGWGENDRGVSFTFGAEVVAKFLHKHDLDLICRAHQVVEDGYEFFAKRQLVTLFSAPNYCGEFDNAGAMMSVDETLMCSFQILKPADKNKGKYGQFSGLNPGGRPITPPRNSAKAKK
PP5 primary: PP5 phosphatase inhibitors, primary screen, biochemical, fluorescence; AID 1987, 2009; 320,000 tested, 0.18% active; purified PP5c, OMFP substrate fluorescence; inhibition, % at 6.7 µM;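 active means inhibition above the campaign's mean inhibition across all tested compounds plus 3 SD, cut at about 9.5% in these data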;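 further: 0% = DMSO only and 100% = 100 µM cantharidin control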
Active calls of the source: *; nt = no result given; & = joins results of further samples.

SMILES	proCasp3 act	TPT1 inh	core dimer inh	procasp7 counter	Efflux pump inh	CTSL1 counter	GASC-1 inh	PP1 inh	PP5 primary
COCCCNC(=O)c1cc(-c2cccnc2)nc2ccccc12	7	0	6	-4	0.1	-1	-2	0	0.2
O=C(Nc1ccc(S(=O)(=O)Nc2nccs2)cc1)c1ccccc1OC(F)F	6	nt	nt	8	-0.3	nt	nt	-1	3.0
Cc1nnc(SCC(=O)O)o1	-2	1	-1	6	0.2	2	26	-3	-0.2
CC(C)c1nc(C#N)c(N2CCOCC2)o1	-2	2	5	-1	-0.2	3	-12	1	2.3
O=c1c2ccccc2[nH]c(=S)n1CCCN1CCN(c2ccccc2)CC1	2	3	-6	-3	0.0	-1	6	-1	1.9
COc1ccc(Cn2cccc(NC(=O)Nc3ccc(C#N)cc3)c2=O)cc1	2	0	1	4	0.0	-1	-2	-3	2.7
O=C(N1CCOCC1)N1CCC(NC(=O)C23CC4CC(CC(C4)C2)C3)CC1	9	-2	-5	-7	0.0	-3	-10&-8	-4	2.2
CN1CCN(C(=O)c2ccc3c(=O)n4c(nc3c2)CCCCC4)CC1	0	3	0	5	-0.1	0	9	2	3.9
COc1ccc(C)cc1NC(=O)CNc1ccccc1CN(C)C1CCCCC1	7	3	4	5	0.0	6	1	-3	-1.7
CC(=O)c1cccc(NC(=O)Nc2csc3c2CCCC3)c1	-4	3	12	3	0.2	3	-1	4	1.4
CN1C(=O)CSC1=NCC12CC3CC(CC(C3)C1)C2	3	-2	-3	-9	0.0	0	-11	-3	1.8
CC(=O)N1N=C(c2ccc(C)cc2)OC1c1cccnc1 (stereo not given)	2	-3	3	7	-0.1	2	-2	-3	-3.0
COC(=O)[C@H]1[C@@H](C)N(CCc2cc(OC)c(OC)c(OC)c2)C(=O)N[C@H]1c1ccccc1	1	-6	-2	7	-0.2	2	9	1	-0.7
O=C(Oc1ccc2c(c1)OCO2)c1ccncc1	-4	1	-1	-3	0.0	-6	-20	-3	-2.0
CC(=O)c1ccccc1NC(=O)CSc1nc2ccccc2c(=O)n1CCCN1CCOCC1	2	nt	nt	16	0.0	nt	0	nt	nt
COc1ccc(C(C)=O)cc1COC(=O)CCNS(=O)(=O)c1ccc(C)c(C)c1	4	1	3	3	0.0	-35	-5	-6	2.2
Cc1cc(/C=C(\C#N)C(=O)Nc2ccc(Cl)cc2)c(C)n1-c1ccc(N2CCOCC2)c([N+](=O)[O-])c1	2	-3	15	-1	-0.1	1	-5	2	-0.5
Clc1ccc(CNc2ccc(CNc3ncn[nH]3)cc2)cc1	-1	-3	0	4	0.0	-2	3	-2	1.1
CCN1C(=O)C(=O)N(CC(=O)c2[nH]c(C)c(C(C)=O)c2C)C1=O	9	1	-2	2	-0.2	6	-4	-9	-4.4
O=C(/C=C/c1ccc2c(c1)OCO2)Nc1nc(-c2ccc(F)cc2)cs1	3	0	15	24	-0.7	1	2	11	1.0
NS(=O)(=O)c1ccc(CCNC(=O)C2CCN(S(=O)(=O)c3c(Cl)cccc3Cl)CC2)cc1	0	2	2	5	0.0	0	2	0	0.4
COc1ccc(OC)c(S(=O)(=O)n2ccnc2C(C)C)c1	-1	-1	-3	1	0.2	4	1	-2	-2.5
O=C(Nc1ccc(CN2CCS(=O)(=O)CC2)cc1)c1ccc(F)cc1	-10	-3	-1	2	-0.2	2	14	-1	-1.8
CN(C)c1cccc2c1c(NC(=O)c1ccc(F)cc1)nn2C	2	-1	-9	-6	0.0	2	3	-5	-1.6
CCSc1nnc(NC(=O)CCNS(=O)(=O)c2ccccc2F)s1	0	-4	7	5	-0.1	-3	18	-2	-0.9
O=C(Nc1nc2ccc(Cl)cc2s1)c1ccc(N2CCCCC2)c([N+](=O)[O-])c1	-5	0	23	17	-0.1	1	3	0	1.3
COc1ccc(CCN2C(=S)NC3CC2(C)Oc2ccc([N+](=O)[O-])cc23)cc1OC (stereo not given)	-4	2	4	5	0.1	0	-6	0	3.4
CN1C(=O)N(CN2CCCCC2)C2C1N(C)C(=O)N2CN1CCCCC1 (stereo not given)	-3	-6	-1	-1	-0.1	-1	-5	-3	-1.0
O=C(N/C=N/O)C1=NOC(CNc2ncc(C(F)(F)F)cc2Cl)C1 (stereo not given)	-1	-2	4	2	0.1	7	8	-4	0.7
S=C(Nc1cccc2ccccc12)NC1CCCCC1	-5	5	6	-4	-0.1	-2	-6	0	1.8
CS(=O)(=O)c1ccccc1-c1nnc(NC(=O)c2ccc(S(=O)(=O)N3CCCC3)cc2)o1	10	-4	2	12	0.0	2	10	0	-1.5
CC(=O)c1ccc(N(CC(=O)NC2CCCC2)C(=O)c2csnn2)cc1	4	-4	-2	-2	0.1	3	11	-3	-2.0
CC(CCc1ccccc1)NC(=O)c1ccc(Br)o1 (stereo not given)	1	-3	-3	1	-0.1	-1	2	2	3.0
O=c1[nH]cnc2c1c(-c1ccccc1)cn2-c1ccc(Br)cc1	6	1	7	-1	-0.2	1	-11	5	2.9
Cc1cccc(NC(=O)CSc2ccc(C(N)=O)cc2[N+](=O)[O-])c1C	-2	-3	-9	1	0.1	4	1	-3	-1.8
Cc1ccc(/C=N/NC(=O)CNC(=O)c2cccc([N+](=O)[O-])c2C)o1	-3	-1	4	2	0.1	0	-6	-1	-1.6
CC1Cc2ccccc2N1C(=O)CSc1nnnn1-c1ccc2c(c1)OCCO2 (stereo not given)	-3	-1	16	-2	0.1	1	-2	0	2.6
O=C(CCC(F)(F)F)N1CCC(CO)(CCc2ccccc2)CC1	-7	-1	7	-7	0.1	-1	-6	-4	0.5
CCOc1ccc2nc(NC(=O)c3ccoc3C)sc2c1	-11	1	5	-7	0.1	-4	-9	1	2.5
COc1cc(F)c(C2=CC(=O)CC(C)(C)C2)cc1F	-3	nt	nt	8	0.0	nt	1	-4	-0.5
CC(C)c1ccc(CNC(=O)CCc2ccccc2)cc1	-1	1	2	-2	0.1	-5	0	-4	1.4
CCC(C(=O)NCc1ccc(OC)cc1)n1nc(C)n2c(cc3occc32)c1=O (stereo not given)	0	-2	2	2	0.0	1	5	1	0.0
O=Cc1cn(-c2ccccc2)nc1-c1ccc2c(c1)OCCO2	-2	2	11	-9	-0.2	6	9	1	0.4
CCN1CCN(Cc2c(O)ccc3c(=O)c(-c4ccc(OC)c(OC)c4)c(C(F)(F)F)oc23)CC1	-5	-4	-1	0	0.0	1	-5	0	0.6
CCc1nnc(NC(=O)c2ccc3ncsc3c2)s1	-1	2	-5	4	0.0	6	46	-4	1.4
O=C(CCc1nc2ccccc2c(=O)[nH]1)OCCOc1ccc(Cl)cc1	-2	1	-44	5	-0.1	0	-1	-5	-0.2
N/C(=N\OC(=O)c1ccc([N+](=O)[O-])cc1Cl)c1ccccn1	-1	-2	-3	-1	-0.1	1	1	-2	3.1
CCCCCn1c(=O)[nH]c2cc(C(=O)NCCN3CCOCC3)ccc2c1=O	-3	4	2	14	0.1	6	9	-2	4.4
Cc1ccccc1C(=O)N[C@H](C(=O)OCC(=O)NC1CC1)C(C)C	-2	nt	nt	8	0.1	nt	-5	nt	nt
O=C(Nc1cccc(/C=C/c2ccccn2)c1)c1ccc(-n2cncn2)c([N+](=O)[O-])c1	-2	0	-2	-4	0.0	5	-3	-1	4.1
COc1ccc(/C=N/NC(=O)c2ccc(C)cc2)cc1CN1CCN(c2ccc(F)cc2)CC1	-2	-1	8	-3	0.0	0	57	1	-0.7
O=C(c1cc(Cl)nc2ccccc12)N1CCN(S(=O)(=O)c2ccccc2[N+](=O)[O-])CC1	4	-1	-14	-9	-0.1	7	14	2	-7.1
CN1/C(=C/C=N/NC(=O)c2ccc([N+](=O)[O-])cc2)C(C)(C)c2ccccc21	-1	3	-7	-1	-0.1	10	2	5	4.0
CCCn1nnc(NC(=S)NC(=O)c2cccs2)n1	-25	-3	-6	-32	0.1	0	14	1	-1.0
CCn1c(=O)c(=O)[nH]c2cc(C(=O)NC(C)c3ccc(S(N)(=O)=O)cc3)ccc21 (stereo not given)	7	-2	2	5	0.2	6	13	-5	-1.2
CCN(CC)CCCNc1ncnc2scc(-c3ccc(F)cc3)c12	-7	-7	-12	5	0.0	-1	1	2	3.7
C[C@H]1C(=O)N(C)CCN1C(=O)c1ccccc1OC1CCN(S(C)(=O)=O)CC1	0	-5	1	5	0.2	-2	-11	1	1.2
COc1ccc(CCNC(=O)Cc2ccccc2)cc1OC	1	4	-3	-2	0.0	-1	-5	-2	1.4
O=C(CCc1ccccc1)NC1CCCc2ccccc21 (stereo not given)	-1	0	7	3	0.0	6	-7	-4	3.4
COc1cccc(/C=C2\SC(=S)N(N3CCOCC3)C2=O)c1OC	-12	1	7	-22	0.0	0	7	4	3.3

Later entries.
SMILES	proCasp3 act	TPT1 inh	core dimer inh	procasp7 counter	Efflux pump inh	CTSL1 counter	GASC-1 inh	PP1 inh	PP5 primary
CCCc1cc(-c2nc(-c3ccc(Cl)cc3)cs2)ccn1	0	4	4	-2	0.0	1	3	-5	3.5
CC(C)[C@H](N)c1nnc2n1N=C(c1ccc(Cl)cc1)CS2	3	-2	-2	1	0.1	-1	8	-2	2.3
C=CCN1C(=O)C(CC(=O)O)SC1=Nc1ccc(C(=O)O)cc1 (stereo not given)	0	0	-7	-13	0.2	-28	-7	-1	0.2
CCOC(=O)C1CCN(C(=O)Cc2ccc(OC)c(OC)c2)CC1	-5	-4	-6	6	0.0	-3	-4	-1	-3.1
O=C(CN1C(=O)C2CC=CCC2C1=O)Nc1ccc(S(=O)(=O)NC2=NCCCCC2)cc1 (stereo not given)	6	-2	0	-6	0.0	-4	1	-1	-1.7
CCCCNC(=O)C12CCC(C)(C(=O)C1Br)C2(C)C (stereo not given)	6	0	-6	4	-0.1	-3	2	-2	2.0
COc1cccc(-c2nc(CS(=O)(=O)CC(=O)Nc3cc(C)ccc3C)c(C)o2)c1	3	-5	16	3	-0.1	-1	-3	3	1.5
